# Source: PubChem BioAssay (NCI)
# NCI-60 one-dose screen, 48 h, at 10 µM unless noted. Numbers give growth in % (100 = growth as untreated, 0 = no growth, -100 = all killed).
# OVCAR-5 – OVCAR-5 ovarian cancer | 82,000 compounds, 2.9% hits | AID 1794783
# OVCAR-4 – OVCAR-4 ovarian cancer cells; AID 1794784; 80,000 compounds, 3.7% hits
# SK-OV-3 – SK-OV-3 ovarian cancer cells | 80,000 compounds, 3.2% hits
# NCI-H522 – NCI-H522 lung cancer. 78,000 compounds, 8% hits
# IGROV1 – IGROV1 ovarian cancer. 79,000 compounds, 4.7% hits
# NCI/ADR-RES – NCI/ADR-RES ovarian cells; 81,000 compounds, 4.4% hits
# NCI-H23 – NCI-H23 lung cancer | 80,000 compounds, 4% hits | AID 1794731
# OVCAR-3 – OVCAR-3 ovarian cancer; 79,000 compounds, 7% hits
# OVCAR-8 – OVCAR-8 ovarian cancer; 81,000 compounds, 4.4% hits
# Numbers without * were called inactive; . = not tested or not shown. Rule for the calls: active = growth percent below 10; inactive = the rest.
(1) O=c1c(-c2ccc3c(c2)OCO3)coc2cc(O)ccc12
(2) NC(N)=N/N=C/c1ccc(-c2ccc(-c3cc(Cl)cc(Cl)c3)s2)cc1
(3) O=C(CSc1nc2ccccc2[nH]1)Nc1cccc(Cl)c1
(4) Cc1nn(-c2ccccc2)c2ncnc(N/N=C/c3ccccc3)c12
(5) Cc1ccc(C2=NN(C(=O)c3ccc(S(C)(=O)=O)cc3)C(c3ccc(C)cc3)C2)cc1 (centres undefined)
(6) C=CCC(=O)N[C@@H](Cc1ccc(-c2cc(Cl)cc(Cl)c2)cc1)[C@@H](O)[C@H](O)C(=O)O
assay / entry	1	2	3	4	5	6
OVCAR-5	110	90	99	97	96	83
OVCAR-4	114	39	96	80	78	106
SK-OV-3	108	.	98	102	74	86
NCI-H522	93	-0.2*	89	86	27	75
IGROV1	112	-17*	96	82	77	107
NCI/ADR-RES	100	-19*	103	93	62	107
NCI-H23	102	-39*	98	97	88	93
OVCAR-3	119	-82*	102	83	76	112
OVCAR-8	106	33	106	97	97	98

(7) CC(O)C1Cc2ccccc2C(=O)O1 (centres undefined)
(8) CC(=O)Nc1cccc(-n2cnc3cc(-c4ccc(O)cc4)ccc32)c1
(9) COc1ccc(-n2nc(C(=O)NCCC(=O)NO)nc2-c2ccccc2)cc1
(10) N#CC1=C(N)OC2=C(C(=O)CCC2)C1c1cccs1 (centres undefined)
(11) N#Cc1cnn(C(=O)c2cnc3n(c2=O)CCCCC3)c1N
(12) Nc1ccc(-c2nc(N)c3[nH]cnc3n2)cc1
assay / entry	7	8	9	10	11	12
OVCAR-5	119	67	92	107	103	94
OVCAR-4	121	66	97	105	106	105
SK-OV-3	116	33	76	97	111	91
NCI-H522	114	-30*	83	101	95	97
IGROV1	112	41	93	113	110	103
NCI/ADR-RES	118	19	106	103	100	93
NCI-H23	111	48	97	102	100	92
OVCAR-3	107	.	95	108	101	106
OVCAR-8	114	29	90	101	100	122

(13) Brc1sc2ccccc2c1Br
(14) C[C@H](OC(=O)CCl)[C@@H](C)OC(=O)CCl
(15) CCCC(C(=O)OC(C)CN1C(C)CCC1C)C1CCCC1 (centres undefined)
(16) O=C(CCC(=O)c1nc2ncccc2[nH]1)NN1C(=O)CSC1c1ccccc1O (centres undefined)
(17) Nc1cc(Cl)ccc1-c1nnc2n1N=C(c1ccccc1)CS2
(18) CC1C(=O)C2C(CCC3=CC(=O)CCC32C)C2CCC(C(C)(C)OCCO)C12C (centres undefined)
assay / entry	13	14	15	16	17	18
OVCAR-5	111	104	99	118	115	101
OVCAR-4	100	110	106	94	89	88
SK-OV-3	122	115	105	93	98	86
NCI-H522	103	.	101	94	56	91
IGROV1	122	103	110	75	111	91
NCI/ADR-RES	104	113	109	94	112	97
NCI-H23	104	104	94	85	106	95
OVCAR-3	96	110	104	104	114	98
OVCAR-8	109	100	96	97	99	92

(19) O=C(O)c1c(-c2ccc(Cl)c(Cl)c2Cl)nc2n1CCS2
(20) COc1cc(/C=N/n2c(C)nc3c(c(C)nn3-c3ccccc3)c2=O)ccc1O
(21) O=C(Nc1ccc(Nc2cc(Nc3ccccc3)ncn2)cc1)Nc1cc(C(F)(F)F)ccc1F
(22) Nc1nnc(-c2ccc(N=Nc3ccc(S(N)(=O)=O)cc3)cc2)s1
(23) O=C(O)c1ccc(-n2cc(CNc3ccc(Oc4ccccc4)cc3)c(-c3cc(C(F)(F)F)cc(C(F)(F)F)c3)n2)cc1
(24) COc1cc(OC)c(-c2nc3ccccc3s2)c(OC)c1
assay / entry	19	20	21	22	23	24
OVCAR-5	93	105	78	97	101	98
OVCAR-4	105	95	71	90	94	93
SK-OV-3	97	104	101	82	99	102
NCI-H522	99	81	24	88	91	91
IGROV1	100	108	90	83	98	76
NCI/ADR-RES	102	102	81	97	91	109
NCI-H23	88	90	78	87	96	105
OVCAR-3	103	107	89	94	91	99
OVCAR-8	101	103	.	.	93	104

# Single values from above.
# Nc1cc(Cl)ccc1-c1nnc2n1N=C(c1ccccc1)CS2 – OVCAR-8: 99
# O=C(CSc1nc2ccccc2[nH]1)Nc1cccc(Cl)c1 – SK-OV-3: 98
# C[C@H](OC(=O)CCl)[C@@H](C)OC(=O)CCl – OVCAR-5: 104
# CC(O)C1Cc2ccccc2C(=O)O1 (centres undefined) – OVCAR-4: 121

# Complete entries as entered above. Values in the order: OVCAR-5	OVCAR-4	SK-OV-3	NCI-H522	IGROV1	NCI/ADR-RES	NCI-H23	OVCAR-3	OVCAR-8
# Record of Brc1sc2ccccc2c1Br : 111	100	122	103	122	104	104	96	109
# Record of Nc1cc(Cl)ccc1-c1nnc2n1N=C(c1ccccc1)CS2 : 115	89	98	56	111	112	106	114	99
# Record of O=C(Nc1ccc(Nc2cc(Nc3ccccc3)ncn2)cc1)Nc1cc(C(F)(F)F)ccc1F : 78	71	101	24	90	81	78	89	.
# Record of Cc1nn(-c2ccccc2)c2ncnc(N/N=C/c3ccccc3)c12 : 97	80	102	86	82	93	97	83	97

# The list continues:
(25) CCCCCCCCCCCC(=O)NC(C)(C)C(=O)N1CCCC1C(=O)NC(C)(C)C(=O)NC(C)(C)C(=O)N1CCCC1C(=O)NC(C)(C)C(=O)NC(C)(C)C(=O)N1CCCC1C(=O)NC(C)C(=O)NCCC(=O)NC(C)C(=O)NC(C)(C)C(=O)NC(C)(C)C(=O)NC(C)(C)C(=O)NCCC(=O)NC(C)(C)C(=O)NC(C)(C)C(=O)NC(C)(C)C(=O)NC(C)C(=O)NCCC(=O)O (centres undefined)
(26) C=CCn1c2c(c3ccccc31)CCC2
(27) CC(C)c1ccc(/C=N\NC(=S)N/N=C\c2ccc(C(C)C)cc2)cc1
(28) COc1ccc2[nH]c(=O)c(CSc3ccc(N)cc3)cc2c1
(29) c1ccc(-c2nn[nH]n2)c(-c2ccc(Cn3cnnc3)cc2)c1
(30) C[C@]12CCC(=O)C=C1CC[C@@H]1[C@@H]2[C@@H](O)C[C@@]2(C)[C@H]1CC[C@@]21OCC1=O
assay / entry	25	26	27	28	29	30
OVCAR-5	-95*	102	89	99	103	102
OVCAR-4	-95*	105	101	94	.	106
SK-OV-3	-97*	102	114	101	96	101
NCI-H522	-90*	102	83	62	109	102
IGROV1	-94*	121	95	100	106	111
NCI/ADR-RES	-81*	112	105	90	121	106
NCI-H23	-93*	104	100	98	97	95
OVCAR-3	.	120	113	103	115	114
OVCAR-8	-93*	104	99	96	.	111

(31) CC1(C)CC(=O)C2=C(C1)N(c1ccc(OC(F)(F)F)cc1)C(N)=C(C#N)C2c1ccc(Br)s1 (centres undefined)
(32) CC(=O)N[C@H](C(=O)N[C@@H](CCCNC(=N)N)C(=O)N[C@@H](CCCCN)C(=O)N[C@@H](CCCNC(=N)N)C(=O)N[C@]1(C)CCC/C=C\CCC[C@@](C)(C(=O)N[C@@H](CC(C)C)C(=O)N[C@@H](CC(C)C)C(=O)N[C@@H](CCC(N)=O)C(=O)N[C@@H](CCC(=O)O)C(=O)N[C@@H](CCCNC(=N)N)C(=O)N[C@@H](CCC(=O)O)C(=O)N[C@@H](CC(C)C)C(=O)N[C@H](C(=O)N[C@@H](CCC(=O)O)C(N)=O)C(C)C)NC(=O)[C@H](CCCNC(=N)N)NC(=O)[C@H](CC(C)C)NC1=O)C(C)C
(33) COC1=CC(c2ccc[nH]2)=N/C1=C\c1[nH]c(C)c(C(=O)OCCn2cc(CCCCCCCCC[C@@H]3Cc4cc(O)ccc4C4CC[C@]5(C)[C@@H](O)CC[C@H]5C43)nn2)c1C (some centres undefined)
(34) CN1c2ccccc2C(=O)N(NC(=O)Nc2ccccc2)C1c1ccccc1 (centres undefined)
(35) O=C(Cn1cc(-c2ccc3c(c2)ncn3-c2ccccc2)cn1)NCCn1cc(COCCOCCOCCNc2cccc3c2C(=O)N(C2CCC(=O)NC2=O)C3=O)nn1 (centres undefined)
(36) FC(F)(F)c1ccc(-c2cnc(CNCCCC(F)(F)C(F)(F)C(F)(F)C(F)(F)C(F)(F)C(F)(F)C(F)(F)C(F)(F)F)nc2NC2CCCCCC2)cc1
assay / entry	31	32	33	34	35	36
OVCAR-5	100	111	65	106	85	108
OVCAR-4	69	107	.	102	98	83
SK-OV-3	100	108	105	102	.	102
NCI-H522	89	97	89	99	87	77
IGROV1	88	110	116	113	102	92
NCI/ADR-RES	98	109	98	103	112	101
NCI-H23	100	106	91	105	108	88
OVCAR-3	95	109	96	88	113	38
OVCAR-8	90	104	108	113	97	75

(37) Cc1cccc(NC(=O)c2sc3nc4c(cc3c2N)CN(Cc2ccccc2)CC4)c1C
(38) CC(=O)N(C)c1ccc(C)cc1
(39) COc1ccc(N=Nc2c(N)nn3c(-c4ccc5c(c4)C=S=C5)ccnc23)cc1
(40) Cc1ccc(-c2cc3nc(-c4ccccc4)nc(C(Cl)Cl)n3n2)cc1
(41) Cc1cc(Sc2cc(C)cc(C(C)(C)C)c2O)c(O)c(C(C)(C)C)c1
(42) COc1ccc(C(=O)COc2nc(-c3cccnc3)cc(-c3ccc(OC)c(OC)c3)c2C#N)cc1
assay / entry	37	38	39	40	41	42
OVCAR-5	57	107	80	-27*	103	106
OVCAR-4	62	122	24	-46*	81	101
SK-OV-3	42	114	69	.	83	.
NCI-H522	11	91	-13*	95	68	.
IGROV1	49	118	27	46	86	99
NCI/ADR-RES	20	110	3.6*	-31*	92	95
NCI-H23	51	112	27	30	75	99
OVCAR-3	-21*	125	48	-94*	92	112
OVCAR-8	34	110	29	-26*	91	97

(43) COc1ccc(-c2c(N)n[nH]c2-c2ccccc2O)cc1OC
(44) COc1cccc(-n2nc(C(=O)NCc3ccccc3OC)nc2-c2cc(OC)c(OC)c(OC)c2)c1
(45) Nc1nc(N)c2cc(Sc3cccc(C(F)(F)F)c3)ccc2n1
(46) S=c1[nH]c2cc(Cl)ccc2s1
(47) Cc1nc(Nc2ccc(NC(=O)Nc3ccc(Cl)c(C(F)(F)F)c3)cc2)c2c(C)c(C)[nH]c2n1
(48) N#Cc1ncc(-c2cc(F)c(F)cc2F)c(NC2CCCCCC2)n1
assay / entry	43	44	45	46	47	48
OVCAR-5	92	113	45	99	119	89
OVCAR-4	95	91	.	106	130	99
SK-OV-3	84	97	64	102	99	88
NCI-H522	85	60	35	.	79	72
IGROV1	95	89	22	105	108	84
NCI/ADR-RES	98	77	18	105	108	78
NCI-H23	93	91	40	105	102	89
OVCAR-3	108	101	25	102	107	.
OVCAR-8	68	103	31	103	94	88

(49) COc1ccc(NC(=O)Nc2ccc(OCC(=O)N=Nc3c(O)[nH]c4ccc(OC)cc34)cc2)cc1
(50) CC(O)CN(C)Cc1ccccc1 (centres undefined)
(51) COc1ccc(-c2nc3sccn3c2/C=C/C(=O)c2cccs2)cc1
(52) CCNc1cc(Cl)nc(N)n1
(53) O=C(O)CCn1c(=O)[nH]c(=O)n(CCC(=O)O)c1=O
(54) O=c1[nH]c(=O)n(Cc2ccccc2Cn2cc(F)c(=O)[nH]c2=O)cc1F
assay / entry	49	50	51	52	53	54
OVCAR-5	116	103	115	96	98	96
OVCAR-4	82	109	.	114	97	108
SK-OV-3	111	96	116	100	114	104
NCI-H522	51	95	112	87	.	92
IGROV1	102	104	.	105	118	71
NCI/ADR-RES	122	99	100	97	101	108
NCI-H23	77	99	99	88	110	103
OVCAR-3	121	110	91	111	103	108
OVCAR-8	76	98	121	98	110	103

(55) O=C(CCCC(=O)Nc1ccccc1O)Nc1ccc(N2CCN(c3ccccc3)CC2)cc1
(56) COc1ccc(C2=Nn3c(nnc3-c3ccc(CN)cc3)SC2)cc1
(57) CCNC(=O)c1[nH]cc(-c2ccc(OC)cc2)c1-c1cc(OC)cc(OC)c1
(58) C/C(=C\CCc1ccoc1C)CC/C=C(\C)CCCO
(59) O=c1nc(N2CCOCC2)oc2c(-c3cccc4c3sc3ccccc34)cccc12
(60) O=C(N/N=C\c1c(O)ccc2ccccc12)C1CC1
assay / entry	55	56	57	58	59	60
OVCAR-5	97	107	100	116	81	91
OVCAR-4	112	101	81	92	93	.
SK-OV-3	92	102	145	113	111	45
NCI-H522	87	104	63	78	71	12
IGROV1	103	92	80	103	85	24
NCI/ADR-RES	108	115	87	110	81	9.4*
NCI-H23	100	108	92	103	87	36
OVCAR-3	117	108	83	106	86	1.0*
OVCAR-8	98	109	93	92	80	33

(61) Clc1ccc2c(c1)N(C1CCCN(Cc3ccccc3)C1)c1ccccc1S2 (centres undefined)
(62) COCCCNc1nc(NC(=O)c2ccc(F)cc2Cl)cc(-c2cccnc2)n1
(63) CC(=S)N=Cc1c(O)cc(C)oc1=O
(64) COc1ccc2c(c1)oc1c(C)c3c(c(C)c12)C(=O)N(N)C3=O
assay / entry	61	62	63	64
OVCAR-5	73	101	105	40
OVCAR-4	80	105	114	-21*
SK-OV-3	27	100	105	61
NCI-H522	15	97	103	50
IGROV1	44	102	98	27
NCI/ADR-RES	25	98	97	29
NCI-H23	62	100	95	50
OVCAR-3	53	105	98	25
OVCAR-8	38	97	101	27
